High-throughput results deposited in PubChem by The Scripps Research Institute Molecular Screening Center.
OXTR potentiator: potentiators of human oxytocin receptor; activation, % at 3 µM; CHO-OTR cells, Fluo-8 calcium fluorescence, potentiator mode; 0% = oxytocin EC15, 100% = EC100; actives 0.061% (n = 320,000); P30559;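 active = activation above that plate's cutoff, the mean activation of tested compounds plus 3 SD, cut at about 6.6% in these data, passing the limit was not always enough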;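 also: 100% uses oxytocin at 75 nM as the full agonist control; some results filed as inactive read as strong as hits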
Target sequence (P30559 whole entry, looked up): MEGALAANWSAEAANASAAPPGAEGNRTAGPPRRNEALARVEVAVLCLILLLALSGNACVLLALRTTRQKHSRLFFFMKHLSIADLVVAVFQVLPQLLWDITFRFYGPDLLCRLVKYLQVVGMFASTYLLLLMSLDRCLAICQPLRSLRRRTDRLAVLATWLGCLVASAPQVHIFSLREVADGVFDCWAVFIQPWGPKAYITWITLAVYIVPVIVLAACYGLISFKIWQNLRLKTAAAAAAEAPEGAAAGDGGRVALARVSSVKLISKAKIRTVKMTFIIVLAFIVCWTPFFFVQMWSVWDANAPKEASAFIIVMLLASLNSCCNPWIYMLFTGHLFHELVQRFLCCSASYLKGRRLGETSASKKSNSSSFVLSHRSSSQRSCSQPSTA
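Measured by – Fluo-8 calcium dye fluorescence · Test system – human OTR in CHO cells · Dosing – one concentration, 3.0 µM compound · Controls – EC15 oxytocin alone as 0%, 75 nM oxytocin as 100% · Evaluation – normalized max/min fluorescence ratio, % activation · Timing – 6 min pre-incubation, 100 s read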
GalR3 antagonist: blocks the human galanin receptor 3 | inhibition, % at 3 µM | O60755 | AID 651719 | actives 0.44% (n = 360,000) | HEK293 GalR3-CNG cAMP membrane potential fluorescence; galR3 body fused to GalR1 C-terminus;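 active = inhibition above the screen-wide average plus 3 SD, cut at about 13% in these data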;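 also: forskolin and galanin both at EC90 stimulate the cells; cAMP rise reported by CNG channel membrane potential dye signal; 0% = forskolin plus galanin with DMSO and 100% = forskolin alone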
V1R ag counter: activates human V1a receptor in oxytocin agonist counter-screen; actives 0.25% (n = 320,000); CHO-V1R cells, Fluo-8 calcium fluorescence, agonist mode; 0% DMSO, 100% 3 nM vasopressin; P37288; activation, % at 3 µM; AID 2797;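 active = activation above the mean activation of all tested compounds plus 3 SD, per screening run, cut at about 20% in these data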;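 also: signal is peak over basal fluorescence ratio across a 100 second FLIPR read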
OXTR ag: activates the human oxytocin receptor; CHO-OTR cells, Fluo-8 calcium fluorescence; normalized: DMSO 0%, oxytocin 100%; actives 0.32% (n = 320,000); P30559; activation, % at 3 µM;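 active = activation above the mean of all tested compounds plus 3 SD, cutoff set per screening run, cut at about 20% in these data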;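 also: peak over basal fluorescence ratio from a 100 s FLIPR kinetic read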
Numbers without * were called inactive; . = no result given. Only part of the results is shown; count on the stated rates, not on these rows.

Results follow in this order: OXTR potentiator	GalR3 antagonist	V1R ag counter	OXTR ag
O=C(O)[C@@H]1[C@H]2C[C@H]3c4[nH]c5ccccc5c4CCN3C[C@@H]2CC[C@@H]1O
    -5.8	.	1.0	0.3
COc1c(O)cc2c(c1O)C1OC(CO)C(O)C(O)C1OC2=O (configuration not stated)
    -8.3	.	1.3	-0.7
CC(C)(CO)[C@@H](O)C(=O)NCCC(=O)O
    -3.1	.	0.4	0.0
C[C@H]1c2cccc(O)c2C(=O)C2C(=O)C3(O)C(=O)C(C(N)=O)C(=O)[C@@H](N(C)C)[C@@H]3[C@@H](O)[C@@H]21 (some centres not stated)
    -3.6	.	0.6	0.7
O=C(Cn1ccnc1[N+](=O)[O-])NCCO
    .	-2.8	.	.
CC1=C(C(=O)O)N2C(=O)[C@@H](NC(=O)[C@H](N)c3ccc(O)cc3)[C@H]2SC1
    .	-4.2	.	.
COc1cncc(C#Cc2ccccn2)c1
    .	-7.1	.	.
CC(=O)NCCCCCC(=O)O
    .	-1.4	.	.

One compound at a time (already shown). Order of values: OXTR potentiator | GalR3 antagonist | V1R ag counter | OXTR ag
Record of `COc1c(O)cc2c(c1O)C1OC(CO)C(O)C(O)C1OC2=O` (configuration not stated) : -8.3 | . | 1.3 | -0.7
Record of `COc1cncc(C#Cc2ccccn2)c1` : . | -7.1 | . | .
Record of `C[C@H]1c2cccc(O)c2C(=O)C2C(=O)C3(O)C(=O)C(C(N)=O)C(=O)[C@@H](N(C)C)[C@@H]3[C@@H](O)[C@@H]21` (some centres not stated) : -3.6 | . | 0.6 | 0.7

An excerpt of these results, as tab-separated lines:
structure	OXTR potentiator	GalR3 antagonist	V1R ag counter	OXTR ag
O=C(O)[C@@H]1[C@H]2C[C@H]3c4[nH]c5ccccc5c4CCN3C[C@@H]2CC[C@@H]1O	-5.8	.	1.0	0.3
COc1c(O)cc2c(c1O)C1OC(CO)C(O)C(O)C1OC2=O (configuration not stated)	-8.3	.	1.3	-0.7
O=C(Cn1ccnc1[N+](=O)[O-])NCCO	.	-2.8	.	.
CC1=C(C(=O)O)N2C(=O)[C@@H](NC(=O)[C@H](N)c3ccc(O)cc3)[C@H]2SC1	.	-4.2	.	.
